Assay outcomes: PubChem, Vanderbilt High Throughput Screening Facility
GluA2 TARP mod: modulators of GluA2-stargazin AMPA receptor complexes, primary screen, cell-based, membrane potential dye. AID 1259245, 2017. calls only at 30 µM. HEK293 GluA2+stargazin, membrane potential dye (FDSS), glutamate EC50; hits were called plate by plate, in both directions. 40,000 compounds, 3.5% hits;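 active = any of four per-well response measures lying three or more SD from its plate-wide compound average, in either direction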
GluA2 TARP mod agonism max-min: further read-out of GluA2 TARP mod, marked with its call; compound max-min signal; compound-alone response (agonism);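 unitless range of fluorescence divided by baseline over first 100 seconds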
GluA2 TARP mod glutamate slope: further read-out of GluA2 TARP mod, marked with its call; glutamate slope, % of max; measured here: glutamate response slope, % max;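 scaled per plate between vehicle wells and maximal 1 mM glutamate control wells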
* marks the source's active call; other numbers are inactive results; i = inactive; + = active, no number. These rows are one share of the data. The share of hits here may be higher or lower than overall.

GluA2 TARP mod,GluA2 TARP mod agonism max-min,GluA2 TARP mod glutamate slope,mol
i,0.16,38,CS(=O)(=O)N1CCN(C(=O)Cc2csc(Nc3cccc(Cl)c3)n2)CC1
i,0.077,60,O=C(NCC#CCN1CCc2ccccc2C1)c1ccc(Cl)s1
i,0.081,64,Cc1cc(C(=O)N2CCN(C)CC2)nn1CC(=O)NCC(C)C
i,0.087,69,CCOC(=O)CCn1c(=O)c2c(nc3n(-c4ccccc4OC)c(C)c(C)n23)n(C)c1=O
i,0.13,56,COc1ccc2nc(N3CC(C(=O)Nc4cccc(NS(C)(=O)=O)c4)C3)sc2c1
i,0.13,58,O=C(CSCc1ccccc1)Nc1cc(-c2ccccc2)nn1CCO
i,0.15,79,Cc1[nH]c(=O)[nH]c(=O)c1CC(=O)NC1CCCC1
i,0.1,60,COc1ccc(SCC(=O)Nc2nnc(-c3ccco3)o2)cc1
i,0.1,53,COc1ccc(Cl)cc1NC(=O)c1nnn(-c2ccc(C(C)C)cc2)c1N
i,0.04,36,OCc1nc2ccccc2n1CCCCOc1ccccc1
i,0.032,39,COc1ccc(NC(=O)c2ccc(=O)n(CC(=O)Nc3ccccc3C)n2)cc1
+,0.13*,54*,Cc1cccc(NC2SC(=O)N(Cc3ccccc3)C2=O)c1 (stereo not given)
i,0.078,52,COc1cc(OC)cc(C(=O)Nc2ccc3c(c2)CCC(=O)N3Cc2ccccc2)c1
i,0.1,49,Cc1ccccc1Cn1cc(C(=O)Nc2ccc(Cl)c([N+](=O)[O-])c2)ccc1=O
i,0.14,49,Cn1nc2c(c1NC(=O)c1ccc([N+](=O)[O-])s1)CCC2
i,0.2,54,Cc1ccc(CNC(=O)c2cc3c(=O)n4ccccc4nc3n(Cc3ccco3)c2=N)cc1
i,0.068,34,CCCS(=O)(=O)N1CCN(c2ccc3nnc(C4CC4)n3n2)CC1
i,0.1,70,CSc1ccccc1NC(=O)C(=O)NCCc1c[nH]c2ccccc12
i,0.08,60,O=C(NCCOc1ccccc1)C1c2ccccc2Oc2ccccc21
i,0.12,59,O=C(Cc1csc(Nc2cccc(C(F)(F)F)c2)n1)Nc1cccnc1
i,0.087,54,COc1ccc(-n2ccnc(SCC(=O)c3ccc(OC)c(OC)c3)c2=O)cc1
i,0.14,51,COc1ccc(N2CCCn3c2nc2c3c(=O)n(C/C=C/c3ccccc3)c(=O)n2C)cc1
i,0.036,56,Cc1ccc(C)c(NC(=O)Cn2c(=O)n(Cc3cccs3)c(=O)c3ncccc32)c1
i,0.039,44,Cc1cc(C)c(C)c(S(=O)(=O)NCC2CCCO2)c1C (stereo not given)
i,0.054,56,CNC(=O)C(=O)Nc1ccc2c(c1)N(S(C)(=O)=O)CCC2
i,0.051,31,Cc1ccc2c(c1)NC(SCC(=O)NC(C)CCc1ccccc1)=NS2(=O)=O (stereo not given)
i,0.092,54,COC(=O)c1ccccc1NC(=O)CC1Nc2cccc3cccc(c23)NC1=O (stereo not given)
i,0.22,63,Cc1nn2c(NCCCn3ccnc3)c3c(nc2c1-c1ccccc1)CCCC3
i,0.068,55,COc1ccc(NC(=O)c2ccc(=O)n(Cc3ccccc3F)c2)cc1OC
i,0.11,50,O=C(O)c1ccn[nH]1
i,0.1,35,COCCNC(=O)Cc1ccc(NS(=O)(=O)c2cc(Cl)ccc2OC)cc1
i,0.075,53,CCCn1c(=O)c2c(nc3n2CCN3c2cc(C)ccc2OC)n(C)c1=O
i,0.14,59,Cn1nnc2c(Nc3ccc(Nc4ccccc4)cc3)ncnc21
i,0.055,75,CC(=O)NCCc1nc2ccccc2n1Cc1c(C)cc(C)cc1C
i,0.032,23,CCn1ccnc1N1CCN(CC(=O)N2CCc3ccccc32)CC1
i,0.048,59,Cc1cc(C)nc(NC(=O)Cn2nc(-c3ccncc3)ccc2=O)n1
i,0.034,54,CCc1ccc(S(=O)(=O)Nc2ccc(N3CCCCC3=O)c(C)c2)s1
i,0.11,65,CCCCc1ccc(NC(=O)CCc2csc(NC(=O)c3cccs3)n2)cc1
i,0.13,60,CCOC(=O)c1ccc(N2C(=S)N(c3ccccc3)C3CS(=O)(=O)CC32)cc1 (stereo not given)
i,0.048,57,O=C(Nc1c(F)cccc1F)N(CCc1ccccc1)Cc1ccccn1
i,0.069,63,COc1ccc(-c2noc(-c3sccc3S(=O)(=O)N(C)c3ccc(F)cc3)n2)c(OC)c1
i,0.072,54,CCc1ccccc1NC(=O)C(=O)NCC1CCN(CCOC)CC1
i,0.1,60,COc1ccc(CCC(=O)Nc2ccc(N3CCCCC3=O)c(OC)c2)cc1
i,0.1,47,O=C(Nc1nnc(CS(=O)(=O)c2ccccc2)o1)c1nc2ccccc2s1
i,0.049,60,COc1cc(NC(=O)NCC2CCN(C(=O)c3ccccc3F)CC2)cc(OC)c1OC
i,0.081,55,CSCCC(C)(O)CNC(=O)c1cccc(N(C)C)c1 (stereo not given)
i,0.063,61,O=C(CCS(=O)(=O)c1ccccc1)NCC(O)(c1ccccc1)C(F)(F)F (stereo not given)
i,0.072,57,Cc1ccc(C(CNC(=O)C(=O)Nc2cc(C)nc3ccccc23)N2CCOCC2)cc1 (stereo not given)
i,0.12,50,CN(C)C(CNC(=O)Nc1cccs1)c1cccs1 (stereo not given)
i,0.055,74,COCCCn1c(SCc2nc(-c3ccc(OC)cc3)no2)nc2ccccc2c1=O

Next section.
GluA2 TARP mod,GluA2 TARP mod agonism max-min,GluA2 TARP mod glutamate slope,mol
i,0.09,11,COc1ccc(N2CCN(C(=O)COc3ccc(C)cc3C)CC2)cc1
i,0.061,57,Cc1ccc(C(CNC(=O)C(=O)Nc2ccc([N+](=O)[O-])cc2C)N2CCOCC2)cc1 (stereo not given)
i,0.048,43,CC(C)(C)c1ccc(OCC(=O)Nc2ccc(CC(=O)N3CCOCC3)cc2)cc1
i,0.083,50,COc1ccc(CCC(=O)Nc2ccc(N3CCCCC3=O)c(C)c2)cc1
i,0.067,66,Cn1ccnc1N1CCN(C(=O)c2cc3ccccc3o2)CC1
i,0.04,36,O=C(Cc1cc(-c2ccc3c(c2)OCCO3)on1)Nc1ccon1
i,0.091,62,Cc1cc(C(=O)N2CCN(C)CC2)nn1CC(=O)NCCCN1CCOCC1
i,0.11,43,COc1ccc2c(=O)c(Oc3ccc(C(=O)NC4CCS(=O)(=O)C4)cc3)coc2c1 (stereo not given)
i,0.037,30,CC1C(=O)NCCN1C(=O)c1cc(Cl)ccc1Cl (stereo not given)
i,0.091,27,CSc1ccc(S(=O)(=O)Nc2ccccc2C(=O)Nc2ccc(F)cc2)cc1
i,0.1,-5,Cc1ccc(S(=O)(=O)Nc2ccc3c(c2)CCC(=O)N3Cc2ccccc2)cc1
i,0.08,48,CC(C)C(=O)Nc1ccc(C(=O)NCCNC(=O)COc2ccccc2)cc1
i,0.12,61,O=C(NCc1ccc(Cl)cc1)C(=O)Nc1ccc(OC(F)(F)F)cc1
i,0.066,52,COc1ccc(OC)c(-c2ccc(=O)n(CCNC(=O)Nc3ccccc3Cl)n2)c1
i,0.044,64,COc1cccc(C(CNC(=O)C(=O)NCc2ccccc2Cl)N2CCOCC2)c1 (stereo not given)
i,0.078,57,Cc1ccc(S(=O)(=O)Nc2ccc3c(c2)N(C(=O)c2ccccc2)CCC3)cc1
+,0.22*,55*,O=C(c1ccc(S(=O)(=O)N2CCOCC2)cc1)N(C(=O)N1CCCCC1)c1cccc(Cl)c1
i,0.055,45,COc1ccc2nc(-c3cccc(NC(=O)c4c(F)cccc4F)c3)cn2n1
i,0.15,59,CCCn1c(=O)c2c(nc3n2CCCN3c2ccc(CC)cc2)n(C)c1=O
i,0.071,71,Cc1cccc(NC(=O)CSc2nc3c(c(=O)[nH]2)CN(Cc2ccc4c(c2)OCO4)CC3)c1C
+,0.12*,46*,COc1cccc(/C=C2/SC(=S)N(c3ccc4c(c3)OCO4)C2=O)c1OC
i,0.068,52,CC(=O)C1=C(O)C(=O)N(CCO)C1c1ccc(O)cc1 (stereo not given)
i,0.14,59,Cc1cc(C(=O)NCCOc2ccc(F)cc2)ccc1[N+](=O)[O-]
i,0.045,45,CCOC(=O)c1ccccc1NC(=O)CN1N=NC2C(=O)N(c3ccc(F)c(F)c3)C(=O)C21 (stereo not given)
i,0.095,70,CN1CCN(/C(=N/S(=O)(=O)c2ccc(F)cc2)c2ccccc2)CC1
i,0.1,41,Cc1ccc(-n2c(C)c3c(C)nnc(C)c3c2C)cc1N
i,0.15,56,Cc1cc(N(C)C)nc(NCCNC(=O)Nc2ccc(C)c(C)c2)n1
i,0.097,51,CCOC(=O)CCC(=O)N1CCN(Cc2nc(-c3cccc(OC)c3)cs2)CC1
i,0.059,52,CC(C)S(=O)(=O)c1cccc(C(=O)Nc2sc3c(c2C(N)=O)CCCC3)c1
i,0.11,57,COc1ccc2c(=O)c(Oc3ccc(C(=O)NCCc4c[nH]c5ccccc45)cc3)coc2c1
i,0.12,61,O=C1CCc2cc(S(=O)(=O)Nc3ccc(OC(F)(F)F)cc3)cc3c2N1CCC3
i,0.084,63,Cc1cccc(C(=O)NCCCn2nc(-c3ccc(Cl)cc3)ccc2=O)c1
i,0.093,64,O=C(c1ncccn1)N1CCN(c2ncccn2)CC1
i,0.063,43,O=C(Cn1nc(-c2ccco2)c2sc(N3CCCCC3)nc2c1=O)c1ccccc1
i,0.065,33,Fc1ccc(CN2CCN(c3ccccn3)CC2)cc1
i,0.12,55,CC(C)c1nnc(C2CCN(C(=O)C3CCN(S(C)(=O)=O)CC3)CC2)o1
i,0.039,57,Cc1cccc(NC(=O)N2CCOCC2)c1C
i,0.072,58,CS(=O)(=O)c1ccc2nc(NC(=O)CCCS(=O)(=O)c3ccc(F)cc3)sc2c1
i,0.07,43,Cn1cc(C(=O)NCc2ccccc2F)nn1
i,0.094,57,CCOc1ccc(C(=O)Nc2cc(C(=O)N3CCOCC3)cn(C)c2=O)cc1OCC
i,0.061,11,COCCn1c(N2CCN(Cc3ccc(Br)cc3)CC2)nc2c1c(=O)[nH]c(=O)n2C
i,0.15,65,COCCCn1c(-c2ccc(OC)cc2)nc2c(c(=O)c3ccccc3n2C)c1=O
i,0.061,25,Cc1ccc(-c2ccc(=O)n(CC(=O)Nc3ccc(F)cc3)n2)c(C)c1
i,0.077,63,COc1cccc(NC(=O)COc2ncccn2)c1
i,0.11,54,O=C(NCc1cccs1)C(=O)NCC(c1cccc2ccccc12)N1CCOCC1 (stereo not given)
i,0.096,62,Cc1cncn(CC(=O)NCCn2nc(-c3ccccc3)ccc2=O)c1=O
i,0.062,-14,COC(=O)CN1C(=O)C(O)(CC(=O)c2ccc(C)o2)c2ccccc21 (stereo not given)
i,0.045,48,O=C(NCC1CC(=O)N(c2ccc(Cl)cc2)C1)C1CC1 (stereo not given)
i,0.045,44,COc1ccc(OC)c(S(=O)(=O)Nc2ccc(N3CCCCC3=O)cc2)c1
i,0.089,41,O=C(CS(=O)(=O)c1ccc(Cl)s1)Nc1ccccc1F

The list goes on:
GluA2 TARP mod,GluA2 TARP mod agonism max-min,GluA2 TARP mod glutamate slope,mol
i,0.088,52,CCCS(=O)(=O)N1CCCc2ccc(NS(=O)(=O)c3ccc(OCC)cc3)cc21
i,0.099,66,CCOc1ccc(NC(=O)Cn2cncc(C)c2=O)cc1
i,0.13,50,COc1ccc(C(=O)Nc2ccc(S(=O)(=O)N3CCCCC3)cc2)cc1Br
i,0.056,55,Cc1cc(C)c(C#N)c(SCC(=O)N2CCOCC2)n1
i,0.079,57,Cc1ccc(NC(=O)C2CCCN(c3ccc(-n4cccn4)nn3)C2)cc1F (stereo not given)
i,0.044,58,O=C(O)CC1C(=O)NCCN1Cc1ccco1 (stereo not given)
i,0.071,35,CCCN(CCC)CC(O)CN1C(=O)NC(C)(C)C1=O (stereo not given)
i,0.13,48,COC1CCN(C(=O)c2cc(-c3ccc(F)cc3)n[nH]2)CC1
i,0.11,59,Cc1cccc2sc(N(Cc3ccncc3)C(=O)COc3ccccc3)nc12

Structural class: the entries above with a Cl atom
GluA2 TARP mod,GluA2 TARP mod agonism max-min,GluA2 TARP mod glutamate slope,mol
i,0.16,38,CS(=O)(=O)N1CCN(C(=O)Cc2csc(Nc3cccc(Cl)c3)n2)CC1
i,0.077,60,O=C(NCC#CCN1CCc2ccccc2C1)c1ccc(Cl)s1
i,0.1,53,COc1ccc(Cl)cc1NC(=O)c1nnn(-c2ccc(C(C)C)cc2)c1N
i,0.1,49,Cc1ccccc1Cn1cc(C(=O)Nc2ccc(Cl)c([N+](=O)[O-])c2)ccc1=O
i,0.1,35,COCCNC(=O)Cc1ccc(NS(=O)(=O)c2cc(Cl)ccc2OC)cc1
i,0.037,30,CC1C(=O)NCCN1C(=O)c1cc(Cl)ccc1Cl (stereo not given)
i,0.12,61,O=C(NCc1ccc(Cl)cc1)C(=O)Nc1ccc(OC(F)(F)F)cc1
i,0.066,52,COc1ccc(OC)c(-c2ccc(=O)n(CCNC(=O)Nc3ccccc3Cl)n2)c1
i,0.044,64,COc1cccc(C(CNC(=O)C(=O)NCc2ccccc2Cl)N2CCOCC2)c1 (stereo not given)
+,0.22*,55*,O=C(c1ccc(S(=O)(=O)N2CCOCC2)cc1)N(C(=O)N1CCCCC1)c1cccc(Cl)c1
i,0.084,63,Cc1cccc(C(=O)NCCCn2nc(-c3ccc(Cl)cc3)ccc2=O)c1
i,0.045,48,O=C(NCC1CC(=O)N(c2ccc(Cl)cc2)C1)C1CC1 (stereo not given)
i,0.089,41,O=C(CS(=O)(=O)c1ccc(Cl)s1)Nc1ccccc1F
